Bioassay records as filed in PubChem.
Vif inh – inhibitors of HIV Vif. 340,000 compounds, 0.35% hits. inhibition, % at 7.49 µM. AID 602346. HEK293T cells, Vif self-association by quenched fluorescence, imaging, 24 h; in the data active = inhibition above about 50%, passing the limit was not always enough; also: some results filed as inactive read as strong as hits
NR2E3 ag-1 – agonists of human nuclear receptor NR2E3; 320,000 compounds, 0.12% hits; GST-NR2E3/biotin-RetCOR TR-FRET, 1536-well; AID 2300; inhibition of corepressor binding, % at 4.78 µM;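 active = percent inhibition above the cutoff of mean plus 3 SD of all tested compounds, set per screening campaign, cut at about 20% in these data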;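 also: 0% = DMSO wells and 100% = biotin wells as full block of FRET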
Target sequence (Q9Y5X4 whole entry, looked up): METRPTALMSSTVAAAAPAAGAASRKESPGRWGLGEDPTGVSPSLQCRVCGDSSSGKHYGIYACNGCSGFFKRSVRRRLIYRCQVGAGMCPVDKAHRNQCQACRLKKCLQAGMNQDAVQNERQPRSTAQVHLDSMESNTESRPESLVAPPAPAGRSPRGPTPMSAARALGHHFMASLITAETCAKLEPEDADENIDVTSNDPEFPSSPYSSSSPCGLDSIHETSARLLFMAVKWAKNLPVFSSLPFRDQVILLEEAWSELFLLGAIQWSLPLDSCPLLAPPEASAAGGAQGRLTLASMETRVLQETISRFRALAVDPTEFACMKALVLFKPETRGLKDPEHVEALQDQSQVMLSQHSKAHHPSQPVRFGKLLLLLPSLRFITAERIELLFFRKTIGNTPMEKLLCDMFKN
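System: GST-NR2E3 and biotin-RetCOR proteins; probe or stimulus: 7 nM biotin-RetCOR; doses: compound at 4.8 µM, single dose; schedule: Compound–protein incubation for 5 h at 4 °C; detection: time-resolved FRET; read-out: percent inhibition; controls: biotin wells as high control, 0.6% DMSO wells as low control; format: 1536-well plates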
TRPM1 prom inh – MITF TRPM1 promoter inhibition in SK-MEL-5 cells | SK-MEL-5 TRPM1 promoter luciferase, 24 h | inhibition, % at 12.5 µM | 330,000 compounds, 0.83% hits | AID 488899;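 active = mean inhibition across replicates of 60% or more, whatever share of single replicates reaches that level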; also: values of inactives mirror those of a sister screen read the other way
aDG glyco act – alpha-DG glycosylation activation; Pro5-aDG cells, alpha-DG glycosylation AlphaScreen (IIH6); 0% Pro5, 100% B10-LARGE cell signal; activation, % at 10 µM; 360,000 compounds, 0.22% hits; AID 624168;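 active = activation of at least 8% versus controls, or a plate z-score of at least 8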;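 also: Pro5 are CHO cells carrying HIG-tagged alpha-DG that lacks glycosylation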
NR2E3 ag-2 – activates human NR2E3 receptor; CHO-S Gal4-NCOR/VP16-NR2E3 two-hybrid, luciferase; inhibition of corepressor binding, % at 3.98 µM; 360,000 compounds, 0.35% hits; AID 602229;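 active = inhibition above the mean of all tested compounds plus 3 SD, cut at about 70% in these data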;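 also: 0% = DMSO with NR2E3 transfected cells and 100% = cells lacking NR2E3 construct; higher means lower luciferase signal from less NR2E3 corepressor binding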
HIF-2a block – HIF-2a inhibition | 786-0 RCC cells HIF-2a reporter, luciferase luminescence, overnight | inhibition, % at 18.8 µM | 360,000 compounds, 0.72% hits;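 active = inhibition of the luminescence signal of 40% or more relative to plate controls, in a single-dose primary screen at 18.75 µM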
hiPSC survival – increases survival of single human iPS cells; hiPSC single-cell survival, ATPlite luminescence; 100% = ROCK inhibitor wells, 0% = DMSO; survival enhancement, % at 20 µM; 360,000 compounds, 0.044% hits; AID 602274; in the data active = survival enhancement above about 18%;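 also: cells exposed to compounds for 16 hours before the ATP read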
CaV13 ICDI inh – Disruptors of the CACNA1D IQ motif to Ca2+-dependent inactivation inhibitor domain association, primary screening, Förster resonance energy transfer in intact living …; HEK cells, CFP/YFP FRET ICDI-IQ, plate reader, 10 min; percent FRET-ratio fall versus neutral wells; inhibition, % at 12.3 µM; 340,000 compounds, 0.098% hits; AID 743397;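 active = mean replicate inhibition of at least 30% and at least 1% of replicates passing that level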;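 also: 0% = median of the neutral control wells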
Granule exo inh – blocks lytic granule exocytosis; inhibition, % at 10 µM; 360,000 compounds, 0.66% hits; TALL-104 LAMP-1 surface exposure, flow cytometry; cells stimulated with thapsigargin and PMA;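 active = inhibition above about 55%, limit read from the data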
Peg3 promoter – Peg3 promoter activity inhibition. AID 588405. inhibition, % at 20 µM. HeLa PEG-Prom luciferase reporter, luminescence, overnight. 360,000 compounds, 1.7% hits;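 active = inhibition of at least 50% at 20 µM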
PDI turbidity – blocks human protein disulfide isomerase activity; inhibition, % at 10 µM; 350,000 compounds, 0.052% hits; PDI insulin aggregation turbidity, A650, 90 min; P07237; AID 588391;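 active = mean inhibition across replicates of 30% or more, whatever share of single replicates reach that level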;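 also: absorbance from insulin aggregation driven by PDI reduction with DTT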
Target sequence (P07237 whole entry, looked up): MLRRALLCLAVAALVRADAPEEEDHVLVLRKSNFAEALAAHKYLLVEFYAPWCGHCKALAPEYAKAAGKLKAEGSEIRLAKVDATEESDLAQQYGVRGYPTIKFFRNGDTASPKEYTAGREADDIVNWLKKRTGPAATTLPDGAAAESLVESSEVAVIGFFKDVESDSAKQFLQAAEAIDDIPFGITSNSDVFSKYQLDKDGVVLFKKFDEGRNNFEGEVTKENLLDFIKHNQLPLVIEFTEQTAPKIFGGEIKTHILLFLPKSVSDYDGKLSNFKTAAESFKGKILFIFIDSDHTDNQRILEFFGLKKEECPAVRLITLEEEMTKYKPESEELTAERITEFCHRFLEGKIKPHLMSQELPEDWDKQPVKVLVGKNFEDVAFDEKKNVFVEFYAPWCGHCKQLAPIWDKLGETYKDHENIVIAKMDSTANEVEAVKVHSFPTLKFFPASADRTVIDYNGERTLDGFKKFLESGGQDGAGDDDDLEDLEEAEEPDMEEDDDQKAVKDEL
The depositor's hits bear a star; x = no result given. Compounds were not picked by outcome; about 3.5% have a hit in one of these screens.

SMILES	Vif inh	NR2E3 ag-1	TRPM1 prom inh	aDG glyco act	NR2E3 ag-2	HIF-2a block	hiPSC survival	CaV13 ICDI inh	Granule exo inh	Peg3 promoter	PDI turbidity
O=C(CSc1ccc(F)cc1)NC(=O)c1ccccc1	10	x	x	-0.2	5	5	-0.4	-6	-9	12	1
CCOC(=O)C1CCN(C(=O)c2ccc(N3CCOCC3)c([N+](=O)[O-])c2)CC1	7	3	-9	0.0	-7	12	3.4	-5	-2	2	-5
CN(C)C=Nc1ccc2nn(-c3ccccc3)nc2c1	0	3	-16	0.1	-113	-268	-2.3	-7	1	-240	7
CC(C)(C)NCc1cc(Cl)ccc1OCc1cccs1	-1	1	-10	0.0	-4	3	0.1	-14	-1	-13	-7
O=c1nc(N/N=C/C=C/c2ccccc2)cn[nH]1	-1	-1	4	0.3	-118	-60	-0.5	-5	-3	14	-13
O=C(CCNS(=O)(=O)c1cccc2nsnc12)NCc1ccccc1Cl	x	1	5	-0.1	-30	20	-1.2	-5	-2	8	3
COc1cc(S(=O)(=O)N2CCCCCC2)c(OC)cc1Br	0	1	-11	-0.1	0	28	1.9	-4	1	13	-6
CC(C(=O)Nc1ccc(S(=O)(=O)N2CCOCC2)cc1)N1C(=O)C2CC=CCC2C1=O (stereo unspecified)	10	1	-2	0.0	-24	7	0.3	-3	0	1	10
CC1(O)CC2CC1C(C(=O)O)C2C(=O)O (stereo unspecified)	11	x	-11	0.0	17	9	0.1	-6	6	-2	6
O=C(NCc1n[nH]c(=S)n1-c1ccc(F)cc1)c1ccco1	2	2	-2	-0.2	4	1	0.6	-5	0	6	7
Cc1ccc(C2=N/C(=C\c3ccc(OS(=O)(=O)c4ccc(C)cc4)cc3)C(=O)O2)cc1	7	2	3	0.2	0	21	1.7	-1	-4	6	1
O=C(Nc1ccc(N2CCCC2)cc1)c1ccc(Cl)cc1Cl	-5	-2	-52	-0.1	-57	-109	-0.4	-3	2	-89	10
O=C(CN1C(=O)CC(c2ccco2)Sc2ccccc21)Nc1ccccc1F (stereo unspecified)	-9	-3	3	0.0	-6	4	-0.6	-8	4	16	2
O=C(CC1C(=O)NCCN1Cc1ccc(Cl)c(F)c1)NC1CCCCC1 (stereo unspecified)	0	-2	4	0.0	-9	5	-0.4	-5	-1	5	3
Cc1cccc(OCCCC(=O)Nc2ccc(S(N)(=O)=O)cc2)c1	20	0	1	-0.2	-29	15	-0.4	-5	-1	22	2
Cn1c(=O)c2c(nc(N/N=C/c3ccco3)n2C)n(C)c1=O	-1	-7	-2	-0.1	-26	-12	-0.5	-4	-3	-5	1
COc1cccc(C(=O)N(Cc2nc(-c3ccc(C)cc3)no2)C(C)C)c1	-9	0	11	-0.2	-1	10	-2.6	-5	1	15	-6
Cc1ccc(N2C(=O)C3CCCN3C2=S)cc1 (stereo unspecified)	x	2	10	0.2	-15	-18	0.3	-5	5	-9	1
O=C(O)c1cccc2c1-c1ccc([N+](=O)[O-])cc1C2=O	9	x	2	-0.2	-22	8	2.4	-5	-7	13	3
Cn1nc(OCc2ccccc2)ccc1=O	-1	-1	2	0.1	-15	11	2.7	-5	0	3	3
CC(=O)NC(=O)c1cnn(-c2ccccc2)c1N	-13	1	-4	-0.2	-8	-2	-0.4	-5	1	2	1
COc1ccc(Nc2nnc(SCC(=O)c3cc4ccccc4o3)s2)cc1	-5	-5	-11	-0.1	-66	-167	0.1	-3	-5	-109	2
O=C(N/N=C/c1ccccn1)c1cccc([N+](=O)[O-])c1	0	6	8	-0.3	-12	1	-0.4	-5	-5	9	3
Cc1cccc(Nc2nnc(-c3ccc(N4CCOCC4)c([N+](=O)[O-])c3)c3ccccc23)c1	-9	6	17	0.7	21	17	0.5	-1	3	45	-9

In another format: results already given
| SMILES | Vif inh | NR2E3 ag-1 | TRPM1 prom inh | aDG glyco act | NR2E3 ag-2 | HIF-2a block | hiPSC survival | CaV13 ICDI inh | Granule exo inh | Peg3 promoter | PDI turbidity |
| --- | --- | --- | --- | --- | --- | --- | --- | --- | --- | --- | --- |
| O=C(N/N=C/c1ccccn1)c1cccc([N+](=O)[O-])c1 | 0 | 6 | 8 | -0.3 | -12 | 1 | -0.4 | -5 | -5 | 9 | 3 |
| Cc1cccc(Nc2nnc(-c3ccc(N4CCOCC4)c([N+](=O)[O-])c3)c3ccccc23)c1 | -9 | 6 | 17 | 0.7 | 21 | 17 | 0.5 | -1 | 3 | 45 | -9 |

The list continues.
SMILES	Vif inh	NR2E3 ag-1	TRPM1 prom inh	aDG glyco act	NR2E3 ag-2	HIF-2a block	hiPSC survival	CaV13 ICDI inh	Granule exo inh	Peg3 promoter	PDI turbidity
O=C(COc1ccc2c3c(c(=O)oc2c1)CCC3)Nc1ccccn1	-18	-1	1	0.0	-46	-198	-0.5	-4	-3	-87	-7
Cc1ccn2cc(-c3ccc(NC(=O)c4ccco4)cc3)nc2c1	-14	4	-70	0.4	-190	-199	-1.9	-4	85*	-94	-4
CCC(CC)c1nnc(NC(=O)c2cc([N+](=O)[O-])ccc2N2CCOCC2)s1	14	x	-8	0.4	-12	-8	2.4	-5	-5	6	4
COc1ccc(N(CC(=O)NC(C)C)C(=O)CCC(=O)Nc2ccccn2)cc1	6	0	-2	0.0	-15	9	1.0	-5	5	9	-3
COC(=O)[C@]1(Cc2ccccc2)N[C@H](CN(C)C(=O)Nc2ccccc2)[C@@H]2C(=O)N(C)C(=O)[C@@H]21	3	x	0	0.1	-37	13	28*	-6	-3	5	7
CCN1CCN(C(=O)c2ccc(Cl)c(S(=O)(=O)N3CCCCCC3)c2)CC1	-1	0	5	-0.2	-3	25	0.7	-7	-1	10	1
COc1ccc(N2CC(C(=O)NNC(=O)c3ccc(Br)cc3)CC2=O)c(OC)c1 (stereo unspecified)	-3	-4	2	-0.1	-16	-5	-0.2	-2	1	-2	-1
O=C(CCCN1C(=O)/C(=C/c2ccccc2)SC1=S)NCCCn1ccnc1	-5	-2	4	-0.1	16	32	-0.6	-6	5	6	-2
Fc1ccc(-c2c[nH]c(=S)n2Cc2ccccc2)cc1	-3	6	-6	-0.2	-10	-2	0.3	3	-4	13	-6
CC1(C)Cc2c(c(N3CCOCC3)nc3sc(C(=O)Nc4cccc(Cl)c4)c(N)c23)CO1	14	1	2	-0.3	-20	-73	0.2	-3	9	31	-6
Cc1cc(=O)oc2cc(Oc3ccc(C(N)=O)cc3[N+](=O)[O-])ccc12	-2	-2	4	0.1	-5	-16	1.2	-4	0	-2	9
CCOC(=O)N1CCN(S(=O)(=O)c2cc(Br)cnc2N)CC1	6	1	6	0.0	0	-21	5.0	x	5	-46	-66

Random excerpt: six records from the list.
SMILES	Vif inh	NR2E3 ag-1	TRPM1 prom inh	aDG glyco act	NR2E3 ag-2	HIF-2a block	hiPSC survival	CaV13 ICDI inh	Granule exo inh	Peg3 promoter	PDI turbidity
Cn1c(=O)c2c(nc(N/N=C/c3ccco3)n2C)n(C)c1=O	-1	-7	-2	-0.1	-26	-12	-0.5	-4	-3	-5	1
O=C(O)c1cccc2c1-c1ccc([N+](=O)[O-])cc1C2=O	9	x	2	-0.2	-22	8	2.4	-5	-7	13	3
O=C(CC1C(=O)NCCN1Cc1ccc(Cl)c(F)c1)NC1CCCCC1 (stereo unspecified)	0	-2	4	0.0	-9	5	-0.4	-5	-1	5	3
CCOC(=O)N1CCN(S(=O)(=O)c2cc(Br)cnc2N)CC1	6	1	6	0.0	0	-21	5.0	x	5	-46	-66
O=C(NCc1n[nH]c(=S)n1-c1ccc(F)cc1)c1ccco1	2	2	-2	-0.2	4	1	0.6	-5	0	6	7
CC1(O)CC2CC1C(C(=O)O)C2C(=O)O (stereo unspecified)	11	x	-11	0.0	17	9	0.1	-6	6	-2	6

Following part:
SMILES	Vif inh	NR2E3 ag-1	TRPM1 prom inh	aDG glyco act	NR2E3 ag-2	HIF-2a block	hiPSC survival	CaV13 ICDI inh	Granule exo inh	Peg3 promoter	PDI turbidity
CCOC(=O)[C@@H]1[C@H]2COc3cc(OC)ccc3[C@H]2N2C(=O)N(c3ccc(F)cc3)C(=O)[C@@]12C	-4	5	0	-0.3	-11	7	0.8	-5	-10	-1	3
CC(=O)Nc1ccc(S(=O)(=O)Nc2c(NC3CCCCC3)c3ccccc3oc2=O)cc1	-8	5	7	-0.1	-5	6	-0.3	-5	-2	15	5
COC(C[C@@H](O)[C@H](C)[C@H](O)COCc1ccccc1)OC	-1	x	0	-0.2	8	-4	-1.4	-6	8	0	-4
CCc1ccc(-c2nc(CN3CCC(C(=O)NCc4ccccc4OC)CC3)c(C)o2)cc1	-1	-2	5	1.5	-24	-67	-1.5	-6	13	-143	-1
COc1ccc(C(=O)COC(=O)c2cncc(Br)c2)cc1	-4	5	-17	-0.1	-16	5	-0.4	-6	-6	-7	1
CCOc1ccc(Oc2nc(N(CC)CC)nc(N3CCOCC3)n2)nn1	7	2	-6	-0.1	-5	7	0.1	-2	-1	-6	-2
CC(=O)c1sc(NC(=O)c2cnc(Cl)c(Cl)c2)nc1C	9	4	-30	-0.1	-27	-206	-0.1	-4	24	-257	-2
Cc1cc(C(=O)Nc2ccc(S(=O)(=O)Nc3nccs3)cc2)c(C)o1	2	3	-13	-0.1	-19	-24	-1.6	-8	2	-2	1
COc1ccc(CCC(=O)N2CCN(c3ccccc3)CC2)cc1OC	7	0	-4	-0.1	-2	11	-0.6	-3	-7	13	-6
COc1cccc(CNC(=O)CSc2cc(=O)n(C)c3ccccc23)c1	-2	1	7	0.6	-16	9	-0.6	16	3	-9	9
CC(C)[C@H](NC(=O)N1CCn2c1nc1ccccc12)C(=O)NCc1ccccc1Cl	-4	0	-15	0.0	12	13	-0.4	-13	0	16	-4
Cc1ccc(C(=O)CCC(=O)NC2=NCCS2)cc1	-7	6	2	0.0	31	-16	2.0	-17	8	-18	5
CCN1C(=O)c2cccc3c(S(=O)(=O)Nc4ccc(O)c(C(=O)O)c4)ccc1c23	6	5	-6	-0.1	-25	9	0.7	-5	4	4	-9
COc1ccc(C(c2sc3nc(C)nn3c2O)N2CCN(Cc3ccccc3)CC2)cc1OC (stereo unspecified)	1	-3	-5	-0.1	-18	0	1.0	-5	-5	11	x
Oc1ccccc1C=NN=Cc1c(O)ccc2ccccc12	3	x	-29	-0.1	3	-95	5.1	-21	-8	-98	-4
O=C(OCC(=O)N1CCOCC1)c1cnc(Cl)c(Cl)c1	0	2	-2	0.6	8	-2	-0.7	-2	1	-9	14
